TrxR1 substrate = qHTS Assay for Substrates of Mammalian Selenoprotein Thioredoxin Reductase 1 (TrxR1): qHTS; Thioredoxin reductase 1, cytoplasmic (Rattus norvegicus), O89049; purified TrxR1 substrate turnover, NADPH consumption readout; Potency, µM (highest dose often 114 µM), for the others: top-dose activity change, negative = substrate turnover; actives 0.01% (n = 390,000); note: potency is the fitted concentration of half-maximal effect; % is set by controls: 0 for no effect and ±100 for the full control effect; nearly all actives have a fitted effect of over 50% in size
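Rat TrxR1, dispensed at 90 nM, was prereduced with 400 uM NADPH (final) for 5 min at ~22 deg C, then incubated with compound 15 min before 400 uM selenite. A first-read NADPH fluorescence drop versus no-compound background flagged substrates.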
D2 ag = HTS Assay for Allosteric Agonists of the Human D2 Dopamine Receptor: Primary Screen for Agonists; D(2) dopamine receptor (Homo sapiens), P14416; actives 0.53% (n = 340,000); activation, % at 2 µM; HEK293 T-REx D2 cells, calcium flux agonist mode;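 active = activation over 3 SD above normal in the single-dose calcium agonist read, cut at about 30% in these data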; note: 0% is about no effect
Target sequence (P14416 whole entry, looked up): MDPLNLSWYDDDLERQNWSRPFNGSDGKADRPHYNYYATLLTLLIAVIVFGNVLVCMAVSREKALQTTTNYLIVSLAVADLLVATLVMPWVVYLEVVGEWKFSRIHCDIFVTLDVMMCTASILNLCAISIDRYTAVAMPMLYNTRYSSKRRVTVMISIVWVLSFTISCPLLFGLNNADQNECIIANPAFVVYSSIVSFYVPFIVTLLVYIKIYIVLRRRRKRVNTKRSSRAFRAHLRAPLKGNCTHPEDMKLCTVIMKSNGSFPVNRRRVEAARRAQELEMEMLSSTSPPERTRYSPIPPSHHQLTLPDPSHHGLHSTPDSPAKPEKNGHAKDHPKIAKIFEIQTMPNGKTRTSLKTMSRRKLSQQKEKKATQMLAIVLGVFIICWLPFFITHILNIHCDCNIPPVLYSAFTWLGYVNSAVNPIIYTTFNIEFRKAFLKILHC
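Tetracycline-induced HEK293 T-REx cells with force-coupled D2 receptor, plated overnight at 30 C, loaded with no-wash calcium dye. After a 10 s baseline, compound was pin-added and calcium flux read kinetically for 180 s; calcium rises flagged agonists.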
D2 antag = HTS Assay for Allosteric Antagonists of the Human D2 Dopamine Receptor: Primary Screen for Antagonists. HEK293 TREx D2 cells, calcium flux, dopamine EC80. inhibition, % at 10 µM. actives 2% (n = 340,000). AID 485344, 2010; in the data active = inhibition above about 30%; note: 0% is about no effect
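Calcium mobilization kinetics were recorded at 1 s intervals in tetracycline-induced HEK293 T-REx D2 cells, first for 180 s after compound addition and then 180 s after EC80 dopamine.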
PI4K2A inh = qHTS for small molecular inhibitors of PI4K2A. Phosphatidylinositol 4-kinase type 2-alpha (Homo sapiens), Q9BTU6. purified PI4K2A, ADP-Glo luminescence, 1 h; stronger effect = lower value. activity change, negative = inhibition, % at 76.9 µM. actives 0.13% (n = 420,000). AID 1346378, 2018; in the data active = activity change below about -50%; inconclusive = mostly about -30% to -49%;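 note: -100% = wells without enzyme as full effect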
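PI4K2A activity was measured by ADP-Glo luminescence: enzyme (4 ug/mL stock) and phosphatidylinositol (1.2 mM stock) in Tris pH 7.5/MgCl2/EGTA/Triton X-100 buffer were reacted with ATP (300 microM stock) for one hour at ambient temperature.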
TRHR PAM = qHTS for Small Molecule Agonists and Allosteric Enhancers of Human TRH Receptor: Primary Screen for Enhancers; enhancement, % at 2 µM; TRHR cells, fluo-8 calcium fluorescence, EC20 TRH enhancement; AID 493056, 2011; actives 0.66% (n = 360,000); in the data active = enhancement above about 30%; note: 0% is about no effect
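Enhancer read-out: after compound pinning and an initial kinetic agonist-mode read, an EC20 of TRH (10 nM final) was injected and fluo-8 calcium signal (Ex 480/Em 530) followed at 1 s/cycle for 100 cycles in TRHR-expressing cells.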
TrxR1 inh = qHTS Assay for Inhibitors of Mammalian Selenoprotein Thioredoxin Reductase 1 (TrxR1): qHTS | recombinant rTrxR1, NADPH fluorescence consumption, selenite substrate | Potency, µM (highest dose often 114 µM), for the others: at the highest dose activity change, negative = inhibition, hits mostly inhibitors | actives 1% (n = 390,000); note: potency is the fitted concentration of half-maximal effect; % is set by controls: 0 for no effect and ±100 for the full control effect; nearly all actives have a fitted effect of over 65% in size
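Rat TrxR1 (90 nM in the dispensed reagent) was pre-reduced with 400 uM NADPH for 5 min at room temperature, then incubated with compound for 15 min. After 400 uM selenite was added, NADPH fluorescence (Ex 340/Em 450 nm) was followed for 8 min.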
TRHR ag = qHTS for Small Molecule Agonists and Allosteric Enhancers of Human TRH Receptor: Primary Screen for Agonists | Thyrotropin-releasing hormone receptor (Homo sapiens), P34981 | TRHR cells, calcium flux fluo-8, FDSS agonist mode | activation, % at 2 µM | actives 0.18% (n = 360,000); in the data active = activation above about 30%; note: 0% is about no effect
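Agonist-mode FDSS calcium read (Ex 480/Em 530, 1 s cycles) in 1536-well TRHR cells with fluo-8 dye, after 10-cycle baseline and 23 nL compound addition; TRH at EC20 (10 nM final) added afterwards for the enhancer phase.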
mIDH1 inhibitor = qHTS for Inhibitors of mutant isocitrate dehydrogenase 1 (IDH1): qHTS; IDH1-R132H enzyme, NADPH consumption, diaphorase/resazurin fluorescence; Potency, µM (series often up to 76.6 µM), inactives show at the top dose activity change, negative = inhibition, actives largely listed as inhibitors; Isocitrate dehydrogenase [NADP] cytoplasmic (Homo sapiens), O75874; actives 0.093% (n = 390,000); AID 602179, 2012; note: potency is the fitted concentration of half-maximal effect; % is set by controls: 0 for no effect and ±100 for the full control effect; nearly all actives have a fitted effect of over 65% in size
Target sequence (O75874 whole entry R132H, stated change not applied): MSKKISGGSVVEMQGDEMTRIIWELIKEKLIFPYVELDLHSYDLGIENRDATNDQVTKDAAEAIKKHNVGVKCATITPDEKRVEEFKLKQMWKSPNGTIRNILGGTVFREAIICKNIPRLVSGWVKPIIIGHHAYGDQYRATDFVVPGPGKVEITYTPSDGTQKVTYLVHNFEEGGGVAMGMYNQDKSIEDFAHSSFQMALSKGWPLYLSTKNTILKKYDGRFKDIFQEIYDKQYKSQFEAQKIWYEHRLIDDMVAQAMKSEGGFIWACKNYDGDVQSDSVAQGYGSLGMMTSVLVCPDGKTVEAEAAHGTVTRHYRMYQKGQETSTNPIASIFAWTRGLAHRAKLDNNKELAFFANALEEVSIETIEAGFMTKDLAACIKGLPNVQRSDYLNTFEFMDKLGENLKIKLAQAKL
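IDH1-R132H (0.5 ug/mL dispensed) in pH 7.5 Tris buffer was preincubated 30 min with compound, then given a substrate mix of 0.016 mM NADPH and 2 mM alpha-KG for 80 min at room temperature; remaining NADPH was read by diaphorase/resazurin fluorescence.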
USP1 inh = Inhibitors of USP1/UAF1: Primary Screen; Ubiquitin carboxyl-terminal hydrolase 1 (Homo sapiens), O94782; recombinant USP1/UAF1, Ub-Rhodamine cleavage fluorescence; Potency, µM (highest dose often 57.1 µM), for inactives: at the top dose activity change, negative = inhibition, most hits filed as inhibitors; actives 0.23% (n = 390,000); AID 743255, 2014; note: potency is the fitted concentration of half-maximal effect; % is set by controls: 0 for no effect and ±100 for the full control effect; nearly all actives have a fitted effect of over 60% in size; inactives centre near -12
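1 nM enzyme complex + cpd, 15 min RT; start with Ub-Rho 150nM final; kinetic fluorescence ex 480/em 540, 6 reads q60 s. Buffer 50mM HEPES pH 7.8, 0.5mM EDTA, 0.1 mg/ml BSA, 1mM TCEP, 0.01% Tween-20.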
* = called active by the depositor; [ ] = dose if it differs, or a comment. Unless noted, calls come from the whole dose curve; as a rule, active = well fitted inhibition curve with a large enough effect; inconclusive = small, poorly fitted or top-dose-only effect; inactive = no such curve, though single readings can be large or run the other way. An unsorted share of the library. Share with any hit: about 3.9%.

`O=S(=O)(NCCc1nnc2ccc(SCc3cccc(Cl)c3)nn12)c1ccccc1` gave TrxR1 substrate 4%, D2 ag -1.6, PI4K2A inh -2, TRHR PAM -19, TrxR1 inh 10%, TRHR ag -0.2, mIDH1 inhibitor -20% and USP1 inh -16%.
Screening CCSC1=NCCN1S(=O)(=O)c1ccc2ccccc2c1 returned TrxR1 substrate -6%, D2 ag -0.9, D2 antag -7, PI4K2A inh -2, TRHR PAM -7, TrxR1 inh 10%, TRHR ag -0.7, mIDH1 inhibitor -9% and USP1 inh -20%.
`COc1ccc2nc(NC(=O)C(NS(=O)(=O)c3cccc4nsnc34)C(C)C)sc2c1` (stereo unspecified) gave TrxR1 substrate -1%, D2 ag 0.4, D2 antag -22, PI4K2A inh 2, TRHR PAM -3, TrxR1 inh 23%, TRHR ag -0.4, mIDH1 inhibitor -1% and USP1 inh -14%.
For CCc1cccc(C)c1NC(=O)C1CCN(S(=O)(=O)c2c(C)noc2/C=C/c2c(C)cc(C)cc2C)CC1 the results were TrxR1 substrate -4%[57.1 µM], D2 ag -0.5, PI4K2A inh 3, TRHR PAM 1, TrxR1 inh 8%[57.1 µM], TRHR ag 0.8, mIDH1 inhibitor 1% and USP1 inh inconclusive.
Screening O=C(O)C1CN(C(=O)c2cccc(Br)c2)C1 returned TrxR1 substrate 0%, D2 ag 0.2, D2 antag -15, PI4K2A inh -5, TRHR PAM 0, TrxR1 inh 2%, TRHR ag 0.4, mIDH1 inhibitor 1% and USP1 inh -5%.
For Clc1ccc(N2CCN(c3nc4nonc4nc3N3CCSCC3)CC2)nc1 the results were TrxR1 substrate -5%, D2 ag 1.0, D2 antag -12, PI4K2A inh -6, TRHR PAM -4, TrxR1 inh 11%, TRHR ag 1.6, mIDH1 inhibitor 0% and USP1 inh -8%.
Screening COc1ccc(CC(=O)NCc2nn(-c3ccccc3)nc2C)cc1OC returned TrxR1 substrate 7%, D2 ag -0.4, D2 antag 7, PI4K2A inh -8, TRHR PAM 0, TrxR1 inh 33%, TRHR ag -0.3, mIDH1 inhibitor -17% and USP1 inh -13%.
For O=C(CN1CCN(S(=O)(=O)c2cccc(F)c2)CC1)Nc1ccnn1C1CCCC1 the results were TrxR1 substrate 3%, D2 ag 0.2, D2 antag -25, PI4K2A inh -1, TRHR PAM 1, TrxR1 inh 15%, TRHR ag 0.2, mIDH1 inhibitor 0% and USP1 inh -20%.
`Cc1cc(-c2ccc(S(=O)(=O)N3CCCCC3)s2)on1` gave TrxR1 substrate -1%, D2 ag 0.0, D2 antag -14, PI4K2A inh -6, TRHR PAM 6, TrxR1 inh 25%, TRHR ag -1.2, mIDH1 inhibitor -5% and USP1 inh -25%.
O=[N+]([O-])c1ccc(Sc2nnnn2-c2ccccc2)c(Cl)c1 was read as TrxR1 substrate 1%, D2 ag -1.0, D2 antag 36*, PI4K2A inh 25, TRHR PAM -9, TrxR1 inh -19%, TRHR ag -0.7, mIDH1 inhibitor 2% and USP1 inh -2%.
For CCOC(=O)C(=Nc1ccc(Cl)cc1)NO the results were TrxR1 substrate -7%, D2 ag -0.3, D2 antag 10, PI4K2A inh -4, TRHR PAM 2, TrxR1 inh -6%, TRHR ag -0.1, mIDH1 inhibitor 2% and USP1 inh -7%.
For CN1CCN(C(=S)c2ccc(-c3cc(Cl)ccc3Cl)o2)CC1 the results were TrxR1 substrate -7%, D2 ag -1.1, D2 antag -14, PI4K2A inh 0, TRHR PAM -2, TrxR1 inh -5%, TRHR ag -0.9, mIDH1 inhibitor 7% and USP1 inh -23%.
For O=C(NC(C(=O)N/N=C/c1ccccn1)c1n[nH]c(=O)c2ccccc12)c1ccccc1 (stereo unspecified) the results were TrxR1 substrate 0%, D2 ag 0.8, D2 antag 10, PI4K2A inh 20, TRHR PAM 3, TrxR1 inh 5%, TRHR ag 1.3, mIDH1 inhibitor 6% and USP1 inh -18%.
Cc1ccccc1CC(=O)Nc1ccc(S(=O)(=O)N2CCN(C)CC2)cc1 was read as TrxR1 substrate 2%, D2 ag -1.3, D2 antag 5, PI4K2A inh 2, TRHR PAM -6, TrxR1 inh 16%, TRHR ag -0.4, mIDH1 inhibitor -3% and USP1 inh -7%.
O=C(NCc1ccc2c(c1)OCO2)c1nc(Cn2cc([N+](=O)[O-])cn2)no1 was read as TrxR1 substrate 6%[57.1 µM], D2 ag 0.7, D2 antag 1, PI4K2A inh 1, TRHR PAM 13, TrxR1 inh 17%[57.1 µM], TRHR ag -0.5, mIDH1 inhibitor 6% and USP1 inh -21%.
`COc1ccc(-n2c(SCC(=O)c3ccc(Cl)cc3)nc3c([nH]c4ccccc43)c2=O)cc1` gave TrxR1 substrate 2%[57.1 µM], D2 ag 1.0, PI4K2A inh 3, TRHR PAM 2, TrxR1 inh 39%[activator][57.1 µM], TRHR ag 0.5, mIDH1 inhibitor -6% and USP1 inh -24%.
Cc1ccc(-c2cc(C(F)(F)F)n3ncc(-c4ccc(Cl)cc4)c3n2)cc1 was read as TrxR1 substrate 8%, D2 ag 1.6, PI4K2A inh 0, TRHR PAM -6, TrxR1 inh 6%, TRHR ag 1.1, mIDH1 inhibitor 0% and USP1 inh -4%.
Screening O=C1OC(N2C(=O)CC[C@H]2C(=O)Nc2ccc3c(c2)OCO3)c2ccccc21 (stereo partly specified) returned TrxR1 substrate -4%, PI4K2A inh -3, TRHR PAM 3, TrxR1 inh -12%, TRHR ag 0.0, mIDH1 inhibitor -6% and USP1 inh 12%.
Screening CSc1ncc(C(=O)Nc2ccc(C)c(Cl)c2)c(-c2ccccc2)n1 returned TrxR1 substrate -10%, D2 ag -0.3, PI4K2A inh -5, TRHR PAM -2, TrxR1 inh -3%, TRHR ag -0.5, mIDH1 inhibitor 19% and USP1 inh -16%.
Cc1c(NC(=S)NC(=O)c2ccc(COc3ccccc3)cc2)cccc1C(=O)O was read as TrxR1 substrate 2%, D2 ag -0.3, D2 antag 6, PI4K2A inh -1, TRHR PAM 2, TrxR1 inh inconclusive, TRHR ag 0.0, mIDH1 inhibitor 2% and USP1 inh -23%.
`N#C/C(=N\O)c1nc2ccccc2s1` gave TrxR1 substrate -10%, D2 ag 0.0, D2 antag -2, PI4K2A inh 2, TRHR PAM 32*, TrxR1 inh 6%, TRHR ag 0.5, mIDH1 inhibitor 10% and USP1 inh -22%.
COC(=O)[C@]1(S(=O)(=O)c2ccccc2)C[C@@H]2ON=C(c3ccc(OC)cc3)[C@@H]2C1 was read as TrxR1 substrate 4%, D2 ag -0.1, D2 antag -8, PI4K2A inh 1, TRHR PAM 2, TrxR1 inh -18%, TRHR ag 0.7, mIDH1 inhibitor 9% and USP1 inh -20%.
Screening COc1cc(NC(=O)c2cc(-c3cccs3)on2)cc(OC)c1OC returned TrxR1 substrate -12%, D2 ag -0.8, D2 antag -84, PI4K2A inh 3, TRHR PAM 5, TrxR1 inh -22%, TRHR ag 0.4, mIDH1 inhibitor 4% and USP1 inh -8%.
For O=C(COc1ccc([N+](=O)[O-])cc1Cl)N(C1CCCCC1)C1CCS(=O)(=O)C1 (stereo unspecified) the results were TrxR1 substrate -19%, D2 ag 1.8, D2 antag -20, PI4K2A inh -8, TRHR PAM -20, TrxR1 inh -17%, TRHR ag 0.9, mIDH1 inhibitor 3% and USP1 inh -5%.
For Cc1ccc(C(=O)NCC(c2ccc3c(c2)OCO3)N2CCOCC2)cc1C (stereo unspecified) the results were TrxR1 substrate -2%[57.1 µM], PI4K2A inh 0, TRHR PAM 2, TrxR1 inh 4%[57.1 µM], TRHR ag -0.4, mIDH1 inhibitor -8% and USP1 inh -1%.
For CCOC(=O)[C@H]1[C@H]2COc3ccccc3[C@@H]2N2C(=O)c3cc(Cl)ccc3NC(=O)[C@@]12C the results were TrxR1 substrate -1%[57.1 µM], D2 ag -0.9, D2 antag -7, PI4K2A inh -7, TRHR PAM 7, TrxR1 inh 28%[57.1 µM], TRHR ag -0.2, mIDH1 inhibitor 5% and USP1 inh -21%.
Cc1cccc(C)c1NC(=O)CNC(=O)COC(=O)c1ccc(Cl)s1 was read as TrxR1 substrate -2%, PI4K2A inh 6, TrxR1 inh 3%, mIDH1 inhibitor 3% and USP1 inh -25%.

Taken from the listing (2 entries):
For CCOC(=O)[C@H]1[C@H]2COc3ccccc3[C@@H]2N2C(=O)c3cc(Cl)ccc3NC(=O)[C@@]12C the results were TrxR1 substrate -1%[57.1 µM], D2 ag -0.9, D2 antag -7, PI4K2A inh -7, TRHR PAM 7, TrxR1 inh 28%[57.1 µM], TRHR ag -0.2, mIDH1 inhibitor 5% and USP1 inh -21%.
Cc1cccc(C)c1NC(=O)CNC(=O)COC(=O)c1ccc(Cl)s1 was read as TrxR1 substrate -2%, PI4K2A inh 6, TrxR1 inh 3%, mIDH1 inhibitor 3% and USP1 inh -25%.

Bioassay records from PubChem BioAssay.
